TRHR agonist: qHTS for Small Molecule Agonists and Allosteric Enhancers of Human TRH Receptor: Primary Screen for Agonists; AID 493084, 2011; actives 0.18% (n = 360,000); TRHR cells, calcium flux fluo-8, FDSS agonist mode; activation, % at 2 µM; in the data active means activation above about 30%; further: 0% is about no effect
Target sequence (P34981 whole entry, looked up): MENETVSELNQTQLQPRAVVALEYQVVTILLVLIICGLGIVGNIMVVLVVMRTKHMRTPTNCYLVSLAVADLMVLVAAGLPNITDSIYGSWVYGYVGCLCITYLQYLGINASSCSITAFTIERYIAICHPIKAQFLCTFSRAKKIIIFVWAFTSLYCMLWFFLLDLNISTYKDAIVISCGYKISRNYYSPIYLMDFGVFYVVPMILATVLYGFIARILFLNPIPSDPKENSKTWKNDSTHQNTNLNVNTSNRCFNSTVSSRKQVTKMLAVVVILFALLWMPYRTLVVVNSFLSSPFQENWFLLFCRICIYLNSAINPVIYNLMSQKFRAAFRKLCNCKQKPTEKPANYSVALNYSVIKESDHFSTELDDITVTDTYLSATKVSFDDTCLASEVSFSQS
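Agonist-mode FDSS calcium read (Ex 480/Em 530, 1 s cycles) in 1536-well TRHR cells with fluo-8 dye, after 10-cycle baseline and 23 nL compound addition; TRH at EC20 (10 nM final) added afterwards for the enhancer phase.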
APE1 inh: qHTS Assay for Inhibitors of the Human Apurinic/apyrimidinic Endonuclease 1 (APE1) | DNA repair nuclease/redox regulator APEX1 (Homo sapiens), P27695 | recombinant APE1, TAMRA/BHQ-2 abasic DNA cleavage fluorescence | Potency, µM (highest dose often 65.8 µM), without a hit: at the top dose activity change, negative = inhibition, hits mostly inhibitors | actives 0.35% (n = 350,000) | AID 2517, 2012;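 further: potency means the concentration at half of the fitted maximal effect; plate controls were vehicle for no effect and reference inhibitor for full effect; nearly all actives have a fitted effect of over 55% in size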
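APE1 at 0.75 nM preincubated 15 min at room temperature with compound. Reaction then started with 50 nM double-stranded THF-abasic substrate labelled with TAMRA/BHQ-2, and 525/598 nm fluorescence read kinetically. Activity taken as third-minus-first read difference, normalized to DMSO and NSC13755 controls.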
Pol iota inh: qHTS for Inhibitors of Polymerase Iota; Potency, µM (highest dose often 115 µM), inactives show top-dose activity, negative = inhibition, most hits filed as inhibitors; DNA polymerase iota (Homo sapiens), Q9UNA4; Pol iota fluorescent replication assay, 10 min; actives 1% (n = 390,000); further: potency means the concentration at half of the fitted maximal effect
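Fluorescent replication assay read twice, at 0 min and 10 min after adding 50 nM (final) substrate. Enzyme (10 nM) and compounds were first incubated 15 min at room temperature; enzyme-free buffer wells were negative controls.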
Pol beta inh: qHTS Assay for Inhibitors of DNA Polymerase Beta. Pol beta primer extension/strand displacement, fluorescence kinetic. Potency, µM (top dose mostly 114 µM), without a hit: top-dose activity change, negative = inhibition, hits mostly inhibitors. P06746. actives 1.3% (n = 340,000); further: potency means the concentration at half of the fitted maximal effect; on the % scale 0 is the no-effect control and ±100 the full control effect
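Preincubation: enzyme (10 nM) with compound, 15 min, RT. Reaction: substrate added to 50 nM final. Reads: 0 and 10 min. Analysis: normalized, Hill fit.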
POLK inh: qHTS for Inhibitors of Polymerase Kappa | Potency, µM (top dose mostly 107 µM), without a hit: at the top dose activity, negative = inhibition, usual class: inhibitors | DNA polymerase kappa (Homo sapiens), Q9UBT6 | actives 0.53% (n = 400,000) | AID 588579, 2011 | purified Pol kappa, fluorescent DNA synthesis assay, 10 min; further: potency means the concentration at half of the fitted maximal effect; on the % scale 0 is the no-effect control and ±100 the full control effect
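Inhibition of 10 nM Pol kappa is measured by a fluorescent read-out at 0 and 10 min following addition of 50 nM substrate (final), with a 15-min room-temperature compound preincubation.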
BLM helicase inh: qHTS Assay for Inhibitors of Bloom's syndrome helicase (BLM). Potency, µM (titrated, usually from 56.1 µM), for the others: top-dose activity change, negative = inhibition, hits mostly inhibitors. RecQ-like DNA helicase BLM (Homo sapiens), P54132. recombinant BLM DNA unwinding, fluorescence dequenching. AID 2528, 2010. actives 0.2% (n = 350,000);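 further: potency means the concentration at half of the fitted maximal effect; plate controls were vehicle for no effect and no enzyme for full effect; nearly all actives have a fitted effect of over 35% in size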
12-LOX inh: Primary qHTS assay for inhibitors of human arachidonate 12S-lipoxygenase (ALOX12): Round 2. Polyunsaturated fatty acid lipoxygenase ALOX12 (Homo sapiens), P18054. purified 12hLO, xylenol orange hydroperoxide absorbance. Potency, µM (doses to about 108 µM), inactives show top-dose activity change, negative = inhibition, hits mostly inhibitors. actives 1.1% (n = 580,000); further: potency means the concentration at half of the fitted maximal effect; on the % scale 0 is the no-effect control and ±100 the full control effect
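Hydroperoxide product was detected by ferrous iron/xylenol orange as the 573 to 405 nm absorbance ratio. Arachidonic acid at 40 uM (final) was turned over for 30 min at room temperature by 150 nM human 12hLO, pH 7.0 Hepes buffer, after 15 min compound preincubation.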
ERG Ets-DNA blk: qHTS for Small Molecule Inhibitors of the ERG Ets/DNA interaction. AID 624246, 2012. actives 0.028% (n = 370,000). Potency, µM (highest dose often 76.9 µM), for inactives: at the highest dose FP activity, negative = inhibition, most hits filed as inhibitors. Transcriptional regulator ERG (Homo sapiens), P11308. fluorescence polarization, His-ERG Ets domain / labelled DNA; active means well fitted inhibition curve with a large enough effect in the polarisation, with a control signal flat; inconclusive means small, poorly fitted or top-dose-only effect, or effect the other way, or a change in a side signal; inactive means no such curve, though single readings can be large or run the other way; the % refers to the polarisation;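 further: polarization taken with two DNA probes labelled with fluorescein and Texas red; potency means the concentration at half of the fitted maximal effect; % of control where 0% means no effect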
Target sequence (P11308 whole entry, looked up, the tested form may be a part): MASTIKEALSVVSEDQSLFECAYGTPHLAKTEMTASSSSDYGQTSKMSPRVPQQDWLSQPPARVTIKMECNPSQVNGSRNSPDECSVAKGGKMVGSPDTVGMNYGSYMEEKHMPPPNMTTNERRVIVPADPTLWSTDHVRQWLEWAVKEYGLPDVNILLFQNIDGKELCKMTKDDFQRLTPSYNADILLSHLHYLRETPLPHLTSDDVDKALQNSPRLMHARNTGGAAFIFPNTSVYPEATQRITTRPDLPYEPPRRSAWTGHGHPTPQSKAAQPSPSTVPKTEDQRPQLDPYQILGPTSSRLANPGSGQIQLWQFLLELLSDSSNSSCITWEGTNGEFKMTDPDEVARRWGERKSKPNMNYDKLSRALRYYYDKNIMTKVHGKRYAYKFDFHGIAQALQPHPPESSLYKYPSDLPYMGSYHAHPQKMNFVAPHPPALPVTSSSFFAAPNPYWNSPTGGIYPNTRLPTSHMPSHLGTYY
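His-tagged ERG Ets domain (1 uM in the protein solution; 300mM KCl, 50mM Tris-HCl, 1mM EDTA, 1mM DTT, pH 7.5) received compound, then a probe mix of 5 nM fluorescein-DNA and 100nM Texas-615-DNA. Fluorescence polarization was read for both dyes.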
Anesthetic bind: qHTS Assay for Identification of Novel General Anesthetics | actives 0.074% (n = 350,000) | Ferritin light chain (Equus caballus), P02791 | AID 485281, 2010 | Potency, µM (highest dose often 77.5 µM), inactives show at the top dose activity change, negative = displacement, actives largely listed as inhibitors | apoferritin/1-aminoanthracene competitive binding, fluorescence; further: potency means the concentration at half of the fitted maximal effect; on the % scale 0 is the no-effect control and ±100 the full control effect; nearly all actives have a fitted effect of over 20% in size
Target sequence (P02791 2-175 limits assumed): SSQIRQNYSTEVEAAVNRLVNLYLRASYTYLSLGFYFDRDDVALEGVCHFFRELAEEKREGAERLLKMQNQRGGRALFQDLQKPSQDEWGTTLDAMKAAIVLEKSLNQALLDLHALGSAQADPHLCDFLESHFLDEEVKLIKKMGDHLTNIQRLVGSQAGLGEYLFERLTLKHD
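Horse-spleen apoferritin (10 uM) was mixed with 50% saturated 1-aminoanthracene in PBS, exposed to compounds for 10 min at room temperature, and read for fluorescence (ex 380 nm, em 535 nm). Competitive displacement was fitted with a four-parameter Hill equation.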
* hit, by the source's call; ? = inconclusive; · = not tested or not shown; & = joins results of further samples; [ ] = remark or other dose. Unless noted, the call rests on the fitted dose curve; in most records, active means well fitted curve in the direction sought with a large enough effect; inconclusive means small, poorly fitted or top-dose-only effect, or another doubt; inactive means no such curve, though single readings can be large; an effect the other way counts as inactive or inconclusive. These rows are one share of the data (hit frequency here may not be typical).

SMILES	TRHR agonist	APE1 inh	Pol iota inh	Pol beta inh	POLK inh	BLM helicase inh	12-LOX inh	ERG Ets-DNA blk	Anesthetic bind
CCOC(=O)c1sc(NC(=O)COC(=O)CNC(=O)C2CCCCC2)c(C(=O)OCC)c1C	-0.7	-2%	19%	5%	-9%	1%	-14%	-9%	-11%
Cc1cc([N+](=O)[O-])nn1CC(=O)N1CCN(Cc2ccccc2)CC1	0.0	-2%	29%	-10%	-1%	-10%	-9%	-9%	-4%
COc1ccc(NC(=O)C(=O)NCCN2CCN(C(=O)c3cccc(Br)c3)CC2)cc1	-0.3	22%	12%	30%	-4%	-1%	10%	19%	-7%
Cc1ccc(F)c(NC(=O)Nc2ccc3snnc3c2)c1	2.1	·	1%	-10%	-5%	-1%	-3%	-2%	-7%
c1ccc(CCNC2=NCCS2)cc1	0.2	12%	1%	28%	10%	1%	-10%	-8%	-12%
Cn1c(C(=O)NC2CCCC2)cc2c(=O)n(C)c3ccccc3c21	-0.6	1%	-26%	-19%	-20%	2%	9%[57.4 µM]	-11%	-14%
O=C(COC(=O)c1cc2ccccc2oc1=O)Nc1cccc(S(=O)(=O)N2CCCCCC2)c1	0.3	-2%	5%	84%	-5%	-2%	17%	0%	-9%
O=C(NNC(=O)C1CCCCC1)c1ccco1	0.3	16%	22%	19%	-12%	-3%	1%	0%	-7%
Cc1ccc(Cn2c(CO)cnc2SCc2cccc(F)c2)cc1	-0.2	·	14%	1%	-15%[60.1 µM]	-7%	-16%	1%	-1%
O=C(NCC1CCCO1)C1c2ccccc2C(=O)N1Cc1ccc2c(c1)OCO2 (centres undefined)	-0.6	-7%	-1%	?	-12%	-1%	0%	3%	-6%
O=C(O)CNC(=S)N(Cc1ccco1)Cc1ccccc1Cl	-0.5	9%	28%	29%	-6%	8%	-11%	-5%	5%
COc1cc2c(cc1OC)C1O[C@](CCCCN3C(=O)c4ccccc4C3=O)(C2)OC2=C1C(=O)CC(C)(C)C2	0.3	-20%[12.4 µM]	·	0%[22.9 µM]	·	-11%[12.4 µM]	·	·	?
C/C(=N\NC(=O)c1cc(C)nc2ccc(C)cc12)c1ccncc1	0.2	18%	8%	1%	6%	-1%	16%	8%	-5%
O=C(N1CCN(c2ccccc2)CC1)C12CC3CC(CC(C3)C1)C2	-0.7	4%	11%	44%	-8%	-2%	3%	-12%	-23%
COC(=O)c1nn(-c2ccccc2)c(=O)cc1O	0.3	-3%	95%[activator]	1%	-2%	0%	-7%	-26%	-1%
CC(=O)c1ccc(NC(=O)C[n+]2ccccc2)cc1	0.0	5%	-4%	23%	-6%	4%	137%[activator]	-3%	-8%
CN(C1CCCCC1)S(=O)(=O)Cc1ccccc1	0.0	0%	2%	26%	-5%	-2%	?	-2%	?
Cc1ccc(OCCOCCn2c(-c3ccc(Cl)cc3)nc3ccccc3c2=O)cc1	-0.4	·	3%	17%	7%	-7%	-25%	-9%	-4%
O=C(Nc1ccc(F)c(Cl)c1)C1CC(=O)N(Cc2ccccc2)C1 (centres undefined)	·	·	6%	·	-17%	·	284%[activator]	-7%	·
Cc1oc2ccc(NS(=O)(=O)c3ccc(F)cc3)cc2c1C(=O)O	0.9&-0.6	45%	-9%&0%	7%&22%	-1%&-14%	-2%&-1%	-2%&-23%	-1%&-2%	0%&36%
O=C1CSC(=S)N1c1ccc(F)cc1	-0.3	39%	·	?	·	-6%	·	·	-8%
CC(=O)Nc1cccc(NC(=O)CSc2nc(=O)n(Cc3ccccn3)c3c2CCC3)c1	-0.2	5%	26%	·	2%	·	17%	2%	·
COC(=O)Cn1c(=NC(=O)c2ccc(S(=O)(=O)N3CCc4ccccc4C3)cc2)sc2cc(OC)ccc21	0.0	12%	13%	56%	-3%	-3%	-22%	17%	0%
CCOC(=O)C1(CCCc2ccccc2)CCN(C(=O)[C@@H]2C[C@@H](C)NC(=S)N2)CC1	0.5	3%	45%[activator]	4%	-10%	-10%	45µM*	-5%	-11%
Cc1ccc(Cn2c(SCC(=O)N/N=C/c3ccc(C)o3)nc3ccccc32)cc1	-0.7	-10%	?	?	2%	-13%	0%	12%	-23%
COc1ccc2c(c1)c1c(c(=O)n(Cc3ccccc3)c(=O)n1CC(=O)NCc1ccccc1Cl)n2C	0.4	·	-3%	2%	-2%	1%	0%	1%	2%
COc1cccc(C2/C(=C(/O)c3cnn(-c4ccccc4)c3C)C(=O)C(=O)N2CCN(C)C)c1 (centres undefined)	0.2	-3%	6%	-1%	-9%	-5%	?	-3%	-5%
O=C(Cc1cccs1)Nc1cccnc1	0.6	-2%	20%	22%	0%	0%	0%	-1%	-9%
Cc1[nH][nH]c(=O)c1C(c1ccc(-c2ccc(Cl)cc2Cl)o1)c1c(C)[nH][nH]c1=O	0.0	?	·	?	·	?	·	·	?
COc1ccc(CNC(=O)[C@H](C)NC(=O)C2CCN(S(=O)(=O)c3ccc(C)cc3)CC2)cc1	-1.1	-2%	22%	?	-5%	-5%	-27%	2%	-11%
COc1ccccc1NC(=O)C1CCN(S(=O)(=O)c2ccc3[nH]c4c(c3c2)CCCCC4)CC1	-0.6	·	-11%	5%	-6%	-15%	?	1%	44%[activator]
O=c1c2cc(Br)ccc2[nH]c(=S)n1Cc1cccnc1	0.7	0%	-24%	-17%	-14%	-1%	-9%	-3%	-17%
Cc1nc(C)c(-c2csc(Nc3ccc(S(N)(=O)=O)cc3)n2)s1	0.3	-5%	54%[activator]	4%	-7%	-5%	-1%	7%	0%
Cc1cccc(NC(=O)c2cc(-c3cccnc3)nc3c(C)cccc23)n1	0.8	8%	?	44%	-16%	-12%	?	1%	-3%
O=C(NN=C(c1ccccc1)c1ccccn1)c1ccccc1	·	6%	8%	·	-9%	·	-2%	·	·
COC(=O)c1ccccc1NC(=O)CN1CCC(n2nnc3cc(C(F)(F)F)ccc32)CC1	1.2	9%	-15%	0%	-4%	-6%	0%	-4%	-9%
Nc1ccc2c(c1)C(=O)c1ccccc1-2	·	·	3%	·	-8%	·	0%	2%	·
CC(C)NS(=O)(=O)c1ccc(CCC(=O)N2CCOCC2)cc1	0.8	6%	6%	1%	-3%	-1%	0%	-1%	14%
O=C(CSc1nnnn1-c1ccc2c(c1)OCCO2)N1CCc2ccccc21	0.0	5%	12%	1%	-7%	-2%	-10%	·	-18%
Cc1ccccc1-c1noc(-c2ccc(N3CCN(c4ccccc4)CC3)c([N+](=O)[O-])c2)n1	0.3	·	-16%	0%	-8%	-1%	0%	1%	-11%
Brc1cnc2nc(SCc3nc4ccccc4[nH]3)[nH]c2c1	0.0	4%	?	?	-9%	-2%	-14%	14%	-12%
COc1cccc(N2CCN(C(=S)Nc3cccc(C)c3)CC2)c1	-0.7	-4%	5%	33%[activator]	-9%	0%	-3%	-13%	-7%
Cc1cccc(-c2nsc(SCC(=O)Nc3ccc4c(c3)OCO4)n2)c1	0.0	-5%	-4%	-13%	-1%	1%	-15%	6%	-15%
O=C(OCc1c(Cl)cccc1Cl)c1cccnc1	-0.5	12%	15%	0%	-21%	2%	4%	0%	-6%
COc1ccc(S(=O)(=O)N2CN3CCN(C3)C2)cc1OC	0.2	-7%	-22%	55%	-9%	3%	-3%	-2%	-8%
S=C1NC[C@H](c2ccccc2)N1CC1CCCCC1	-0.2	-2%	8%	1%	-20%	-5%	?	6%	-13%
COc1ccc(C(C(=O)NC2CCCC2)N(Cc2ccccc2)C(=O)CNC(=O)c2ccco2)cc1 (centres undefined)	-0.1	-1%	3%	0%	-15%	-3%	0%	1%	-24%
COc1cccc(/C=C/C(=O)OC(C)C(=O)Nc2c(C)n(C)n(-c3ccccc3)c2=O)c1 (centres undefined)	-0.9	-4%	28%	1%	-5%	-7%	3%	8%	-9%
CC(NS(=O)(=O)c1ccc(OCC(=O)NCc2cccnc2)cc1)c1ccccc1 (centres undefined)	0.4	41%	42%[activator]	16%	7%	-3%	-22%	-6%	-6%
Nc1cc(OC(=O)c2ccc(F)cc2)nn1S(=O)(=O)c1ccc(F)cc1	-1.2	6%	108%[activator]	91%	-7%	-5%	-11%	-1%	-12%
Nc1ccccc1OCCOCCOCCOc1ccccc1N	-0.8	0%	-4%	16%	-12%	-1%	0%	8%	-10%
Cc1ccc(C)c(OCCC(=O)Nc2cccc(S(=O)(=O)NC3=NCCCCC3)c2)c1	0.8	3%	13%	·	-11%	·	208%[activator]	-5%	·
O=C(NCc1ccccc1)NC(=O)c1ccccc1	0.0	0%	6%	32%	-10%	1%	0%	3%	-19%
COCCCn1c(=O)/c(=C\c2ccc(OC(F)F)c(OC)c2)s/c1=C(/C#N)C(N)=O	-0.6	9%	14%	8%	1%	-2%	-13%	-4%	-1%

Source: PubChem BioAssay
